# ERG-DNA inh: inhibitors of human ERG Ets domain-DNA interaction; P11308; Potency, µM (series often up to 76.9 µM), without a hit: at the top dose FP activity, negative = inhibition, hits mostly inhibitors; AID 624246; 0.028% of 370,000 active; fluorescence polarization, His-ERG Ets domain / labelled DNA; active = well fitted inhibition curve with a large enough effect in the polarisation, with a control signal flat; inconclusive = small, poorly fitted or top-dose-only effect, or effect the other way, or a change in a side signal; inactive = no such curve, though single readings can be large or run the other way; the % refers to the polarisation;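 note: polarization taken with two DNA probes labelled with fluorescein and Texas red; potency is the fitted concentration of half-maximal effect; % of control where 0% means no effect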
# Target sequence (P11308 whole entry, looked up, the tested form may be a part): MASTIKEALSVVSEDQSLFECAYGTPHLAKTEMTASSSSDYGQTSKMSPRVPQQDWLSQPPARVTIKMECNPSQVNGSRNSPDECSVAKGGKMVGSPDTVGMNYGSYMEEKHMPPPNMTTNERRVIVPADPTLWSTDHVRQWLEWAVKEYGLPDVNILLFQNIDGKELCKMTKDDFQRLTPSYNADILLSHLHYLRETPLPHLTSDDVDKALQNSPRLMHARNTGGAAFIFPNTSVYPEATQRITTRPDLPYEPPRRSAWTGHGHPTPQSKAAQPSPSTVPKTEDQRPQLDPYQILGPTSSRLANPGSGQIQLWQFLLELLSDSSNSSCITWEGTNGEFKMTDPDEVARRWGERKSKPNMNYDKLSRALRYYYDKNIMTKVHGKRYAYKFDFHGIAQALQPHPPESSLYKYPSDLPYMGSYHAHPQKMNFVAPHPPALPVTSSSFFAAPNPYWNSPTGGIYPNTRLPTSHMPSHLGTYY
#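 His-tagged ERG Ets domain (1 uM in the protein solution; 300mM KCl, 50mM Tris-HCl, 1mM EDTA, 1mM DTT, pH 7.5) received compound, then a probe mix of 5 nM fluorescein-DNA and 100nM Texas-615-DNA. Fluorescence polarization was read for both dyes.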
# Glioma ERSR ind: induces the endoplasmic reticulum stress response in human glioma cells. U87-MG GRP78 promoter luciferase reporter, 16 h. Potency, µM, inactives show top-dose activation, usual class: activators. 0.02% of 420,000 active. AID 602332; note: potency is the fitted concentration of half-maximal effect; series mostly up to about 76 µM; % of control where 0% means no effect; nearly all actives have a fitted effect of over 35% in size
#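 Stably transfected U87-MG glioma cells carrying a GRP78-based luciferase sensor; 16 h compound incubation. Luminescence end-point read 10 min after Bright-Glo addition at room temperature.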
# ALOX12 inh: inhibitors of human 12S-lipoxygenase ALOX12; 1.1% of 580,000 active; purified 12hLO, xylenol orange hydroperoxide absorbance; P18054; Potency, µM (top dose mostly 108 µM), inactives show at the top dose activity change, negative = inhibition, most hits filed as inhibitors; AID 1671190; note: potency is the fitted concentration of half-maximal effect; % is set by controls: 0 for no effect and ±100 for the full control effect
#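 Hydroperoxide product was detected by ferrous iron/xylenol orange as the 573 to 405 nm absorbance ratio. Arachidonic acid at 40 uM (final) was turned over for 30 min at room temperature by 150 nM human 12hLO, pH 7.0 Hepes buffer, after 15 min compound preincubation.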
# D2 antag: D2 dopamine receptor (human) antagonism; 2% of 340,000 active; inhibition, % at 10 µM; AID 485344; HEK293 TREx D2 cells, calcium flux, dopamine EC80; P14416; in the data active = inhibition above about 30%; note: 0% is about no effect
#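 Measurement of antagonist activity uses fluorescent calcium dye in inducible HEK293 T-REx D2 cells: 10 s baseline, compound addition with 180 s read, EC80 dopamine addition with a further 180 s read.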
# RGS4 inhibitor: inhibitors of human regulator of G protein signaling 4; Transcreener GDP fluorescence polarization, RGS4-accelerated GTP hydrolysis; P49798; 0.039% of 390,000 active; Potency, µM (doses to about 114 µM), for inactives: top-dose activity change, negative = inhibition, usual class: inhibitors; note: potency is the fitted concentration of half-maximal effect; % is set by controls: 0 for no effect and ±100 for the full control effect; nearly all actives have a fitted effect of over 75% in size; some results filed as inactive show a strong effect at the top dose
# Target sequence (P49798 whole entry, looked up): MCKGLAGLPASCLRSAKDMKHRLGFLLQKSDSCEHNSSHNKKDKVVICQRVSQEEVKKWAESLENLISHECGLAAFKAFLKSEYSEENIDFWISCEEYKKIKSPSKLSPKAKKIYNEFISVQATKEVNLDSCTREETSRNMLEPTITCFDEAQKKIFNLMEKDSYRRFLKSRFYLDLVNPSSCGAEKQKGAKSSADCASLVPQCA
#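 MLSMR compounds (23 nl, pin-transferred) preincubated 10 min at room temperature with a 500nM (2x) first reagent, then RGS4 at 900nM (2x) plus Transcreener GDP mix added; fluorescence polarization (620/688 nm) read before and after 90 min at 30 °C.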
# LDHA inh: LDHA (human) enzyme inhibition. purified LDHA, NADH/diaphorase-resazurin fluorescence; stronger effect = lower value. activity change, % (values are at about 110 or 230 µM). 0.15% of 480,000 active; in the data active = activity change below about -30%; inconclusive = mostly about -25% to -30%;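 note: plate controls were DMSO wells for no effect and wells without enzyme for full effect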
#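 Remaining NADH was detected by diaphorase (0.133 mg/mL) converting 37 µM resazurin to fluorescent resorufin, read at 0 and 20 minutes. The preceding 5-minute room-temperature reaction used 2 nM LDHA, 0.2 mM sodium pyruvate and 0.06 mM NADH at pH 7.4.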
# D2 ag: agonists of human D2 dopamine receptor; HEK293 T-REx D2 cells, calcium flux agonist mode; activation, % at 2 µM; 0.53% of 340,000 active; AID 485358;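 active = activation over 3 SD above normal in the single-dose calcium agonist read, cut at about 30% in these data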; note: 0% is about no effect
#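 HEK293 Trex D2 cells, tetracycline-induced, o/n 30 C 5% CO2; no-wash Ca dye, RT 30–90 min; 10-cycle baseline, 23 nl cpd added, kinetic Ca read 180 s; agonist hits = positive Ca response.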
# Vif-APOBEC3G blk: inhibitors of Vif-APOBEC3G interaction; Q9HC16; HeLa A3G-eYFP + Vif (tagged APOBEC3G with the HIV-1 protein that degrades it), YFP fluorescence, overnight; Potency, µM (top dose mostly 46.1 µM), without a hit: at the highest dose activity, negative = active, actives largely listed as inhibitors; 0.076% of 410,000 active;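 note: potency is the fitted concentration of half-maximal effect; % is set by controls: 0 for no effect and ±100 for the full control effect; nearly all actives have a fitted effect of over 60% in size; hits raise eYFP signal because A3G escapes Vif-driven loss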
# Target sequence (Q9HC16 whole entry, looked up): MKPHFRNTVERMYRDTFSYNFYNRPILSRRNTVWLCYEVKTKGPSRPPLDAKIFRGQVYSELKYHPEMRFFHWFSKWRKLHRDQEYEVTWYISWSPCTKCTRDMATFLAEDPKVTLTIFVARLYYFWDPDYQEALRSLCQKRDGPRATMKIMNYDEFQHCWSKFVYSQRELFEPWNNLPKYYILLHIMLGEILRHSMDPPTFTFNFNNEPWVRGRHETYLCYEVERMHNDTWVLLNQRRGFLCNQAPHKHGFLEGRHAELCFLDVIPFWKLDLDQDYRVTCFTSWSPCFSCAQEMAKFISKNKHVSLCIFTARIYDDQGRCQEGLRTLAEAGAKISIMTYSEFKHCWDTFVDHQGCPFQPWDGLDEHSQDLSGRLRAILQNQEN
#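 Read-out is eYFP fluorescence (Ex 488/Em 500-530) from Vif-expressing HeLa A3G-eYFP cells; more signal means A3G escaped Vif-mediated degradation. Cells plated overnight, compound pinned in, incubated overnight at 37 deg C.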
# Vif-A3F inh: Vif-A3F binding inhibition; 0.2% of 390,000 active; Potency, µM (top dose mostly 46.1 µM), for the others: at the highest dose activity, negative = active; HeLa A3F-eYFP + Vif (tagged APOBEC3F with the HIV-1 protein that degrades it), YFP fluorescence increase; note: potency is the fitted concentration of half-maximal effect; % of control where 0% means no effect; nearly all actives have a fitted effect of over 65% in size
#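 HeLa cells stably expressing Vif plus C-terminally eYFP-tagged A3F were seeded, incubated overnight at 37 deg C, dosed with compound, incubated overnight again at 37 deg C. Yellow fluorescence (Ex 488/Em 500-530) reported blocked Vif-mediated A3F-eYFP degradation.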
# Active calls of the source: *; ? = inconclusive; . = no result given; & = joins results of further samples; [ ] = dose if it differs, or a comment. Unless noted, calls come from the whole dose curve; as a rule, active = well fitted curve in the direction sought with a large enough effect; inconclusive = small, poorly fitted or top-dose-only effect, or another doubt; inactive = no such curve, though single readings can be large; an effect the other way counts as inactive or inconclusive. Some of the compounds tested; rates above refer to the full screens.
SMILES,ERG-DNA inh,Glioma ERSR ind,ALOX12 inh,D2 antag,RGS4 inhibitor,LDHA inh,D2 ag,Vif-APOBEC3G blk,Vif-A3F inh
N#Cc1cc2c(nc1SCc1ccc(Cl)nc1)CCCCC2,2%,2%,12%,15,-10%,-4,1.7,2%,4%
C=CCOc1cccc(C2/C(=C(/O)c3ccc(C)cc3)C(=O)C(=O)N2CCN2CCOCC2)c1 (stereo not drawn),-5%,-4%,22%,-18,-21%,-6,-0.3,1%,-2%
Nc1nc(SCC(=O)Nc2ccccc2C(F)(F)F)[nH]c(=O)c1-c1ccccc1,9%,2%,1%,8,11%,-8,-0.9,-3%,5%
Cc1ccc2c(c1)N(CC(=O)NCc1cccs1)C(=O)CO2,2%,0%,8%,21,18%,0,0.4,-1%,1%
CCOC(=O)c1c(S(=O)(=O)N(C)Cc2ccco2)c(C)n(C)c1C,5%,-3%,-5%,6,8%[11.4 µM],-6,-0.1,3%,2%
CC(O)(c1ccccc1)C(C(c1ccccc1)N1CCOCC1)N1CCOCC1 (stereo not drawn),2%,-3%,-26%,.,14%,-5,.,-2%,1%
CC(C)c1ccc(NC(=O)CN2C(=O)C3(SCC(=O)N3c3ccc(F)cc3)c3ccccc32)cc1 (stereo not drawn),9%,0%,2%,.,-22%,2,-0.7,2%,6%
Cc1nc2ccc(NC(=O)COc3cccc(F)c3)cc2s1,18%,4%,-3%,-14,15%,-2,-0.7,2%,-2%
COc1cc(CC(=O)NCCc2ccc(OCc3ccccc3)cc2)c([N+](=O)[O-])cc1OC,0%,-1%,10%,13,-6%,-7,-0.4,0%,-8%
Cc1cnc(C(=O)Nc2ccc(C)c(S(=O)(=O)N3CCCCCC3)c2)cn1,-2%,-3%,-27%,4,9%,0,0.5,0%,5%
CC(=O)OCCN1c2ccccc2Sc2cnccc21,.,-5%,-23%,.,.,-10,.,0%,3%
Cn1c(=O)c2c(nc(N3CCN(c4ccc([N+](=O)[O-])cc4)CC3)n2C)n(C)c1=O,-2%,-7%,-20%,34*,-38%,3,0.4,0%,-4%

# Rewritten with each value named: entries from further up
structure: CC(C)c1ccc(NC(=O)CN2C(=O)C3(SCC(=O)N3c3ccc(F)cc3)c3ccccc32)cc1 (stereo not drawn)
  ERG-DNA inh = 9%; Glioma ERSR ind = 0%; ALOX12 inh = 2%; D2 antag = .; RGS4 inhibitor = -22%; LDHA inh = 2; D2 ag = -0.7; Vif-APOBEC3G blk = 2%; Vif-A3F inh = 6%

structure: Cc1nc2ccc(NC(=O)COc3cccc(F)c3)cc2s1
  ERG-DNA inh = 18%; Glioma ERSR ind = 4%; ALOX12 inh = -3%; D2 antag = -14; RGS4 inhibitor = 15%; LDHA inh = -2; D2 ag = -0.7; Vif-APOBEC3G blk = 2%; Vif-A3F inh = -2%

# (list continues)
SMILES,ERG-DNA inh,Glioma ERSR ind,ALOX12 inh,D2 antag,RGS4 inhibitor,LDHA inh,D2 ag,Vif-APOBEC3G blk,Vif-A3F inh
CC(=O)NCCNc1nc2cc(-c3ccccc3)sc2c(=O)n1C,.,0%,-5%,.,.,-7,.,-5%,.
Cc1cc(=O)[nH]c(N2CCCCC2)n1,.,-1%,-4%,.,-12%,-13,.,0%,-3%
Cc1cc(C)nc(NC(=O)CCN2C(=O)c3ccccc3S2(=O)=O)n1,7%,-4%,8%,23,-17%,-11,-0.5,-2%,-9%
CN(C)c1nc(N)nc(CSc2nc3c(c(=O)n(C)c(=O)n3C)n2Cc2ccccc2F)n1,-5%,2%,3%,-13,-18%,-6,0.5,-2%,?
Cc1ccc(N2CN(Cc3cccnc3)CNC2=S)cc1,4%,-1%,-14%,2,6%,-2,0.2,0%,2%
COc1ccccc1CNC(=O)C1CCN(S(=O)(=O)N2CCCCC2)CC1,.,-2%,-3%,-17,6%,-11,0.7,0%,-10%
Cn1c(=O)c(C(=O)NCc2ccccc2)c(O)c2ccccc21,9%,0%,12%,10,-4%,-5,-0.7,1%,1%
CCOc1ccc2[nH]c(C(=O)N/N=C/c3cccc(OC)c3OC)cc2c1,2%,1%,7%,5,2%,-3,-0.5,-18%,-2%
Cc1noc(NS(=O)(=O)c2ccc(N3CC(O)=C(c4ccccc4)C3=N)cc2)c1C,-4%,-1%,0%,-10,12%,-8,1.0,1%,1%
COc1ccc(/C(O)=C2/C(=O)C(=O)N(CCN3CCOCC3)C2c2cccnc2)cc1OC (stereo not drawn),-4%,-1%,-16%,-2,27%,-1,0.3,2%,-3%
CCOC(=O)CCCCCC(=O)Nc1ccc2c(c1)C(=O)N([C@H](C)CO)C[C@@H](C)[C@H](CN(C)Cc1ccc3c(c1)OCO3)O2,2%,-5%,?,.,7%,1,.,0%,-2%
COc1ccc(NS(=O)(=O)c2ccc(O)c(NC(=O)c3ccc(S(=O)(=O)N4CCCC4)cc3)c2)cc1,-18%,-7%,-23%,1,-20%[56.9 µM],-5,0.1,1%,1%
COc1nc(NCc2ccco2)nc(NC2CCCCC2)n1,2%,0%,-5%,-29,-25%[56.9 µM],3,-0.1,-1%,2%
COc1ccc(C(=O)OCc2ccccc2F)cc1S(=O)(=O)N1CCCC1,-4%,-4%,-7%,7,-7%,-6,0.6,0%,2%
CC(=O)Nc1ccc(Nc2ncnc3c2cnn3C)cc1,-3%,4%,-16%,.,-6%,-3,-0.2,-4%,-2%
CN(C)CCCNc1oc(-c2ccccc2)nc1C#N,6%,-2%,?,0,7%,-4&-7,1.5,-1%,-9%
COc1ccc(C(=O)Oc2ccc3ccc(=O)oc3c2)cc1,5%,0%,0%,-3,-14%,2,0.0,-3%,14%
Cc1ccccc1SCc1noc(C(=O)NC(C)C)c1C(=O)O,-17%,-3%,-30%,5,-5%,-23,0.3,-17%,-1%
C/C(=N\NS(=O)(=O)c1ccc(Br)cc1)c1ccc(-n2ccnc2)cc1,-8%,1%,?,13,-1%,-3,-0.2,-6%,3%
CSC[C@@H]1NC(=S)N(c2ccc(C)cc2)C1=O,7%,1%,-17%,-10,-2%,-4,-5.3,-5%,-15%
COc1ccc(NC(=O)c2oc3ccccc3c2NC(=O)c2cc3ccccc3o2)c(OC)c1,-4%,-2%,-20%,.,37%,-6,1.0,3%,5%
N#Cc1c(=O)c2nc(NCCCO)ncc2n2c(=O)c3ccccc3[nH]c12,-5%,1%,-54%,.,13%,9,.,-1%,-11%
COc1ccc(NC(=O)c2c(-c3ccccc3)c(-c3ccccc3)nn(C)c2=O)cc1OC,-2%,-4%,-29%,.,9%,-3,-0.4,-5%,0%
COCCn1c(N)c(N(Cc2ccccc2)C(=O)C2=COCCO2)c(=O)[nH]c1=O,1%,-5%,.,2,15%,-2,-1.7,-1%,-22%
CCOC(=O)C1(C)/C(=N/Nc2ccccc2)C(=O)C(=O)N1c1ccccc1 (stereo not drawn),-3%,2%,?,14,?,9,-0.7,-5%,.
CCc1ccc(NC(=S)Nc2ccc3[nH]c(=O)[nH]c3c2)cc1,-6%,4%,-22%,1,-17%,-15,0.1,0%,-6%
CC1CN(c2nc3c(c(=O)n(C)c(=O)n3C)n2Cc2c(Cl)cccc2Cl)CC(C)O1 (stereo not drawn),2%,-1%,-4%,.,-14%,-6,.,1%,3%
O=C(COC(=O)c1ccc2c(c1)OCCO2)Nc1ccc(F)cc1F,2%,-1%,-19%,.,-1%,-4,.,1%,-8%
O=C(CN1CCN(Cc2ccccc2)CC1)N/N=C/c1cccnc1,-4%,-2%,?,-21,-3%,2,0.6,1%,4%
CCOc1cc(C(=S)N2CCOCC2)ccc1OS(=O)(=O)c1ccc(NC(C)=O)cc1,.,3%,2%,2,13%,-11,0.4,-1%,4%
CC1CCc2c(sc(NC(=O)c3noc4c3CCCC4)c2C(N)=O)C1 (stereo not drawn),8%,2%,0%,.,1%[11.4 µM],-1,.,3%,-14%
Cc1cc(=O)nc2c3ccccc3n(C(C)C(=O)Nc3cc(F)ccc3F)n12 (stereo not drawn),5%,-4%,2%,.,14%,-7,.,-12%,2%
CN(Cc1ccccc1)c1ccc(S(=O)(=O)N2CCC(C(=O)O)CC2)cc1[N+](=O)[O-],-2%,-2%,8%,8,11%,2,0.9,0%,15%
COc1cccc(CC(NC(C)=O)C(=O)NC2CCN(c3c4c(nc5ncnn35)CCC4)CC2)c1 (stereo not drawn),-4%,0%,-2%,.,-17%,-2,.,-1%,-28%
N#Cc1c(NC(=O)CCN2C(=O)c3ccccc3C2=O)oc(-c2ccccc2)c1-c1ccccc1,1%,-1%,11%,-2,1%,-7,-0.1,3%,-6%
CCOc1ccc(C(=O)Nc2nnc(S(=O)(=O)Nc3ccccc3)s2)cc1,2%,-2%,-6%,.,3%,-4,-0.9,-8%,0%
CCCOC(=O)c1c(NC(=O)C2c3ccccc3Oc3ccccc32)sc2c1CCC(C)C2 (stereo not drawn),0%,-5%,-19%,.,-15%,-2,0.1,4%,1%
CCNC(=S)NNc1nnc(-c2ccccc2)c(-c2ccccc2)n1,-5%,-3%,-15%,-5,-2%,-9,0.6,3%,2%
Cc1nnc(N2C(=O)c3oc4ccccc4c(=O)c3C2c2ccc(C(C)(C)C)cc2)s1 (stereo not drawn),-1%,-6%,-24%,.,7%,-6,.,3%,3%
COc1cc(C=O)cc(Cl)c1OC(=O)N1CCOCC1,19%,-2%,-11%,-36,-16%,-6,0.4,1%,3%
Cc1csc(NC(=O)CSc2nnc(-c3ccncc3)n2C)n1,8%,-2%,-6%,-2,-5%,-1,0.3,-3%,-11%

# Source: PubChem BioAssay (National Center for Advancing Translational Sciences (NCATS))
